m-calpain inh = inhibitors of pig calpain II; inhibition, % at 16 µM; purified calpain II, fluorogenic peptide substrate, 30 min; hit rate 0.37% among 220,000;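 active = inhibition above about 50%, limit read from the data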
Rad51 HR inh = blocks human Rad51 in homologous recombination | hit rate 0.085% among 200,000 | hRad51 DNA strand exchange, fluorescence dequenching | AID 1385 | inhibition, % at 10 µM;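 active = inhibition above 40% at the single screening dose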;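 note: 0% = DMSO control wells and 100% = blanks with heterologous ssDNA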
Target sequence (Q06609 whole entry, looked up): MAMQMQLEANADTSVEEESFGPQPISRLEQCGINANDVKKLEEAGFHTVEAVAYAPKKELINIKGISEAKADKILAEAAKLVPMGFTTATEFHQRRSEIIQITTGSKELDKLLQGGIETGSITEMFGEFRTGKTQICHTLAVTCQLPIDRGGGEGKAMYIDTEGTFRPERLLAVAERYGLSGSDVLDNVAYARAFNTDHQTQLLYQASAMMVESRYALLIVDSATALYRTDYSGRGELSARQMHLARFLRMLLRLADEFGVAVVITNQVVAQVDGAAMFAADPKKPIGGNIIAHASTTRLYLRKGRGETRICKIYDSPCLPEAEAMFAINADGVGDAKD
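Test system – preformed human Rad51 ssDNA filaments · Reagent – Donor/quencher-labelled 47-bp dsDNA substrate · Incubation – 37 °C 15-min filament assembly, 30-min compound preincubation, 15-min exchange · Signal – FRET fluorescence dequenching, excitation 485 nm, emission 520 nm · Read-out – percent inhibition from fluorescence, normalised to plate control and blank means · Benchmarks – plate control and blank wells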
EP2 mod = modulates human prostaglandin E2 receptor EP2 signaling | P43116 | EP2-expressing cells, cAMP HTRF FRET, PGE2 co-stimulation | induction, % at 25 µM | hit rate 0.83% among 260,000;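 active = compounds whose cAMP rise, as percent of the full-agonist control response, exceeds 60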;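 note: rat C6 glioma line stably carrying human EP2 under a CMV promoter; the protocol text gives 20 µM as final concentration; 100% = response of wells given 1 µM PGE2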
PGE2 EP2 inh = EP2 receptor (human) inhibition; P43116; C6 glioma cells expressing human EP2, cAMP TR-FRET; cells stimulated with saturating PGE2; inhibition, % at 25 µM; hit rate 0.52% among 260,000;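 active = percent inhibition above 40 after rounding to a whole number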;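 note: rat C6 glioma host cells with rolipram phosphodiesterase inhibitor present; the protocol text gives 20 µM as final concentration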
TbHK1 inh = T. brucei hexokinase 1 inhibition | recombinant TbHK1, G6PDH-coupled NADH A340 | inhibition, % at 10 µM | hit rate 0.11% among 220,000 | AID 1430;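 active = inhibition of 50% or more in the single-dose primary screen; inactive = inhibition below 50%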
Hck Nef HTS = inhibitors of human Hck kinase activated by Nef; Recombinant Hck-YEEI plus Nef, Z-Lyte FRET kinase assay; inhibition, % at 20 µM; P08631; hit rate 0.68% among 220,000;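 active = Hck-Nef kinase inhibition above about 50%, limit read from the data; inactive = inhibition below that limit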;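 note: 0% = DMSO with Hck plus Nef and 100% = Hck alone without Nef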
Target sequence (P08631 whole entry, looked up): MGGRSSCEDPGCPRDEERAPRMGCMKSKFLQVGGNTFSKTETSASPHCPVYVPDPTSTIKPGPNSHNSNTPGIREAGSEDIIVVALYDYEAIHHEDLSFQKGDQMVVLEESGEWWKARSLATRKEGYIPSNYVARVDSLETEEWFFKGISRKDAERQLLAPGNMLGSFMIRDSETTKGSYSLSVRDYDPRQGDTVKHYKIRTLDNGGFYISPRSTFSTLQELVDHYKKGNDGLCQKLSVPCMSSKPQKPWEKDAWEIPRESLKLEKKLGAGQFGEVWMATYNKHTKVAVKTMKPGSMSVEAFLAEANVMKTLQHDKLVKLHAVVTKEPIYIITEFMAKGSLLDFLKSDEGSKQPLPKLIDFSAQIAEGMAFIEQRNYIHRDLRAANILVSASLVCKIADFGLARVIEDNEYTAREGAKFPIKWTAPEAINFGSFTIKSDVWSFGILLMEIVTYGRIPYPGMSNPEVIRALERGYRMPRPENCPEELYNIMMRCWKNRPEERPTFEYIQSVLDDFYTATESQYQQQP
eIF4E-4G inh = eIF4E/eIF4G interaction inhibition in translation initiation. P63073+Q04637. TR-FRET eIF4E-eIF4GI(517-606) binding, 2 h. inhibition, % at 21.7 µM. hit rate 0.37% among 220,000. AID 782;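 active = inhibition above about 30%, limit read from the data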;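 note: 0% = full FRET control wells and 100% = background wells lacking eIF4GI fragment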
zVAD death inh = blocks zVAD induced death of L929 cells; AID 1377; L929 zVAD necroptosis rescue, ATP luminescence, 24 h; with zVAD 60 µM; hit rate 0.38% among 220,000; viability rescue, % at 10 µM;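 active = activation, scaled between plate controls, above about 75%, limit read from the data; inactive = activation under that limit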;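 note: 0% = zVAD with DMSO and 100% = DMSO alone without zVAD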
14-3-3 Bad inh = disrupts binding of bovine 14-3-3 zeta to phospho-Bad peptide; P63103; TR-FRET 14-3-3zeta/Dy647-pBad peptide displacement, 1 h; inhibition, % at 21.7 µM; hit rate 0.71% among 220,000; AID 781;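 active = inhibition above about 70%, limit read from the data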;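 note: 0% = full 14-3-3 plus peptide FRET controls and 100% = background without 14-3-3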
Target sequence (P63103 whole entry, looked up): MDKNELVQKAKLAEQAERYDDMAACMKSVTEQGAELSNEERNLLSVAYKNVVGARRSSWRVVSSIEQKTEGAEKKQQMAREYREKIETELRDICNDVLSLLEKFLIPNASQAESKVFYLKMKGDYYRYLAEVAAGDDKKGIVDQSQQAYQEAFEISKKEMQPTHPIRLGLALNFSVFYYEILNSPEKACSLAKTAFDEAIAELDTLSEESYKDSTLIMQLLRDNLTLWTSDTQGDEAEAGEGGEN
Starred values were filed as active, the others as inactive; . = not tested or not shown; & = joins results of further samples; [ ] = dose if it differs, or a comment. These rows are one share of the data; rates above refer to the full screens.

SMILES	m-calpain inh	Rad51 HR inh	EP2 mod	PGE2 EP2 inh	TbHK1 inh	Hck Nef HTS	eIF4E-4G inh	zVAD death inh	14-3-3 Bad inh
CC(=O)N1CCN(c2ccc(NC(=S)NC(=O)c3ccccc3)cc2)CC1	-24	7	-10	9	-9	6	-6	1.2	-3
C=CCNC(=S)Nc1nc2c(cc1C(=O)OCC)CCCC2	0	-3	-15	4	22	2	12	-0.6	-25[fluorescence artefact?]
O=C(NCCc1ccccn1)c1cccc(S(=O)(=O)N2CCCCCC2)c1	29	3	-5	18	0	-1	1[fluorescence artefact?]	-0.6	-6
Cn1c(N2CCOCC2)c(/C=N/O)c2ccccc21	-18	-4	-10	5	-8	21	-1	1.5	-5
Cc1oc(C(C)(C)C)cc1C(=O)Nc1cccc(C(=O)O)c1	-44	7	-45	7	0	-2	0	-0.2	-18
COc1ccc(N=C2S/C(=C\c3ccc(C)o3)C(=O)N2CC(C)C)cc1	22	-1	2	9	-7	-1	-24	-1.1	11
O=C(CSc1nc2[nH]ncc2c(=O)[nH]1)Nc1nccs1	-15	.	13	1	-4	5	-5	1.3	-1
O=C(Nc1nnc(-c2ccc(Cl)cc2)o1)c1ccc(N2C(=O)CCC2=O)cc1	19	2	-28	8	34	2	-2	0.5	-18
NS(=O)(=O)c1ccc(NC(=O)c2cc(-c3cccs3)nc3ccccc23)cc1	-164	-1	3	5	-3	4	-2	0.3	40[fluorescence artefact?]
Cc1nc2c3cc(Cl)ccc3n(CCN3CCCCC3)c2s1	2	18	7	3	0	0	-8	0.7	-7
COc1ccc(C(=O)NCC(=O)OCC(=O)N2CCN(S(=O)(=O)c3ccccc3)CC2)cc1	-1	-1	25	6	0	2	8[fluorescence artefact?]	0.5	-14[fluorescence artefact?]
O=c1c2c3c(sc2n(CCN2CCOCC2)c(=O)n1Cc1ccco1)CCCCC3	-53	-3	34	11	-5	0	-2	0.1	-3

2 entries drawn at random from those above:
SMILES	m-calpain inh	Rad51 HR inh	EP2 mod	PGE2 EP2 inh	TbHK1 inh	Hck Nef HTS	eIF4E-4G inh	zVAD death inh	14-3-3 Bad inh
O=C(NCCc1ccccn1)c1cccc(S(=O)(=O)N2CCCCCC2)c1	29	3	-5	18	0	-1	1[fluorescence artefact?]	-0.6	-6
C=CCNC(=S)Nc1nc2c(cc1C(=O)OCC)CCCC2	0	-3	-15	4	22	2	12	-0.6	-25[fluorescence artefact?]

The listing picks up, repeating the 3 entries before the break.
SMILES	m-calpain inh	Rad51 HR inh	EP2 mod	PGE2 EP2 inh	TbHK1 inh	Hck Nef HTS	eIF4E-4G inh	zVAD death inh	14-3-3 Bad inh
Cc1nc2c3cc(Cl)ccc3n(CCN3CCCCC3)c2s1	2	18	7	3	0	0	-8	0.7	-7
COc1ccc(C(=O)NCC(=O)OCC(=O)N2CCN(S(=O)(=O)c3ccccc3)CC2)cc1	-1	-1	25	6	0	2	8[fluorescence artefact?]	0.5	-14[fluorescence artefact?]
O=c1c2c3c(sc2n(CCN2CCOCC2)c(=O)n1Cc1ccco1)CCCCC3	-53	-3	34	11	-5	0	-2	0.1	-3
COc1cc(NC(=O)CN2CCN(c3ccccc3F)CC2)cc(OC)c1	22	8	-18	9	2	-2	4	0.6	-1
Cc1cccc(NC(=S)NCc2ccco2)c1C	11	-4	-4	5	-3	-1	-5	-1.7	-2
CCOC(=O)c1ccc(NC(=O)COC)cc1	-39	-3	4	6	2	2	0	0.0	-2
O=[N+]([O-])c1cc(S(=O)(=O)Nc2cccc(Cl)c2)ccc1N=Nc1c(O)[nH]c2ccccc12	-132	4	-27	5	-1	0	15	1.3	62
O=C(N=c1ccn(-c2nc3ccccc3nc2NS(=O)(=O)c2ccc(Cl)cc2)cc1)c1ccccc1Cl	-10	-164	14	10	-5	-27	-7	0.9	-115
O=C(/C=N/O)Nc1ccc2sc3ccccc3c2c1	18	10	-83	7	-12	5	5	5.1	-4
CC1CC(C)(C)NC(=S)N1CCCC(=O)Nc1ccc(Br)cc1 (stereo not given)	-4	2	-22	11	0	4	1	2.0	-3
CCOc1ccc(/C=N/NC(=O)Nc2ccccc2)cc1	-10	8	-34	9	-4	21	-2	8.2	-7
CCOC(=O)N1CCN(CCC(=O)Nc2cccc(Br)c2)CC1	-2&-55	3&13	-11&5	2&12	4&1	1&-12	4&8[fluorescence artefact?]	0.2&0.1	31&52[fluorescence artefact?]
CC(=O)C1=C(O)C(=O)N(c2ccc(Br)cn2)C1c1ccc(F)cc1 (stereo not given)	24	1	24	22	-18	-5	5	1.8	0
O=C(O)c1ccc(Cl)c(S(=O)(=O)NCC2CCCO2)c1 (stereo not given)	22	0	0	6	-4	4	17	-0.8	-10
COc1cc(C)c(Cl)c(C)c1S(=O)(=O)NC1CC(C)(C)NC(C)(C)C1	24	.	-23	8	2	8	3	1.2	-6
CC(/C=N/n1c(-c2ccc(Cl)cc2)n[nH]c1=S)=C\c1ccco1	-5	-1	16	10	-19	12	5	2.5	0
O=C(Oc1ccc(Cl)cc1)c1ccc2nccnc2c1	-2	-2	8	18	-11	1	10	-1.1	13
COc1cc(S(=O)(=O)NCCOC23CC4CC(CC(C4)C2)C3)c(OC)cc1Cl	20	3	-2	5	-4	2	4[fluorescence artefact?]	1.8	3
COc1cccc(/C=N/NC(=O)c2cc3cc([N+](=O)[O-])ccc3s2)c1O	-47	3	-54	5	-12	33	6	54	61[fluorescence artefact?]
CCNC(=S)N1CCc2cc(OC)c(OC)cc2C1COc1ccc(F)cc1 (stereo not given)	43	24	-5	3	-2	16	-5	1.1	-14
O=C(CN1CCN(Cc2ccccc2)CC1)Nc1ccccc1-c1ccccc1	-26	8	66*	18	-12	15	3	-1.7	-3
O=C(Nc1ccc2c(c1)OCO2)c1ccc2nc[nH]c2c1	-19	-5	-11	10	-5	-2	-10[fluorescence artefact?]	0.2	-6[fluorescence artefact?]
CSc1nc2cc(Cl)ccc2s1	-19	-3	-4	8	2	8	0[fluorescence artefact?]	1.6	-10[fluorescence artefact?]
CCOC(=O)Cn1c(C)c(Br)c(=O)c2cccc(C)c21	15	3	44	12	2	2	8	0.2	10
Cc1cccc(NC(=O)CCN2C(=O)C3C4C=CC(C4)C3C2=O)n1 (stereo not given)	-26	2	19	13	-7	-1	0[fluorescence artefact?]	0.7	-4[fluorescence artefact?]
CCCOC(=O)c1ccc(OCC(O)Cn2c(C)nc3ccccc32)cc1 (stereo not given)	-3	.	-5	.	2	-9	2	-0.6	6
CCc1c(C)nc2c(OC)cccc2c1Cl	-48	4	-6	7	-2	21	1	3.1	-8
CC(NC(=O)c1ccc(Br)cc1)C(=O)NC1=NCCS1 (stereo not given)	3	10	6	0	-2	21	0	1.6	-10
COC(=O)Nc1ccc(C)c(NC(=O)OC)c1	-4	-7	10	6	1	-1	1[fluorescence artefact?]	0.4	3
O=C(NC12CC3CC(CC(C3)C1)C2)N1CCN(c2ccccn2)CC1	3	-1	-6	8	-4	0	-2	0.8	-2
CC1CN(c2nc3ccccc3nc2C(C#N)C(=O)NCc2ccc3c(c2)OCO3)CC(C)O1 (stereo not given)	-296	-6	34	11	-4	-2	-4	0.5	-7
Cc1[nH]c(=O)[nH]c(=O)c1S(=O)(=O)N1CCOCC1	10	3	13	10	2	-6	11	0.5	-3
CCOC(=O)CSc1nnc(CNC(=O)c2cccs2)n1CCc1ccccc1	30	2	-4	6	5	0	5	0.2	-9
CC1CCCC(NC(=O)CSc2nccn2C)C1C (stereo not given)	-19	-3	-4	9	-3	0	-13[fluorescence artefact?]	1.3	46[fluorescence artefact?]
N#CC(=C1CCCC1)c1nc(-c2ccccc2O)cs1	-46	-2	1	12	-1	2	1	1.2	-7
CCOc1ccc(C(=O)NC(=S)Nc2ccc(N3CCCCC3)cc2)cc1[N+](=O)[O-]	17	.	32	8	9	-1	-2	-0.1	25[fluorescence artefact?]
NNC(=O)[C@H](Cc1ccccc1)NC(=O)Nc1ccc2c(c1)OCCO2	3	2	7	8	-6	32	-6	-0.3	-1
Cc1cc(Cl)cc(Br)c1OCCCCn1cncn1	-39	3	-24	13	0	-20	-6	0.0	69
CCCCC(=O)N(c1ccc(OC)cc1)C1C=CS(=O)(=O)C1 (stereo not given)	-48	-1	16	5	3	0	-2	-0.1	-11[fluorescence artefact?]
COc1cc(S(=O)(=O)N2CCOCC2)ccc1NC(=O)c1cc2c(s1)CCC2	-3	3	-12	2	-11	3	-2	1.3	6
Cc1cc(Cl)c2c(c1)[C@]1(C(=O)N2)[C@@H]2C(=O)N(Cc3ccccc3)C(=O)[C@@H]2[C@@H]2CCCN21	-148	-6	30	12	-1	0	-2	-0.1	1
O=S(=O)(NCc1ccccc1)NCc1ccccc1F	-17	-6	13	10	12	21	0	6.7	-8
CC(=O)Nc1ccc(NC(=O)c2ccc(Cl)nc2)cc1	-11	42*	14	5	-8	14	-9	0.0	0
O=C(NCCc1ccncc1)Nc1cccc(Cl)c1	-48	3	-86&-13	5&21	1	1	1	0.3	-7
C/C(=N\NC(=O)c1cccc(Br)c1)c1ccc(Br)cc1	-5	5	12	8	2	-3	2	0.8	-1[fluorescence artefact?]
COc1ccc(CCNc2ccc(C(=O)O)cc2[N+](=O)[O-])cc1OC	-18	2	13	0	-3	21	-1	1.4	-22
CCOC(=O)C(=O)Nc1nccs1	-16	1	27	6	0	18	0	2.0	-12
COCCn1nnnc1C(c1ccc(C)cc1)N1CCN(Cc2ccc3c(c2)OCO3)CC1 (stereo not given)	14	9	18	9	2	-6	0	-0.9	-8
O=C(Nc1nc(SCc2ccc(F)cc2)ns1)c1ccco1	-9	-5	-20	16	-11	4	7[fluorescence artefact?]	-0.8	7
C/C(=N\N(c1ccccc1)c1ccccc1)c1ccco1	39	18	62*	3	-5	22	1	0.1	-13
CC1(C)NC(=O)N(CC(=O)OCc2cc(=O)n3cc(Br)ccc3n2)C1=O	-11	4	7	14	-24	-8	5	0.0	1
CC1CC(=O)NN=C1c1ccc(NCCO)c([N+](=O)[O-])c1 (stereo not given)	-4	0	43	9	-29	0	8	-0.1	3
CCCC1=C(C(=O)OCC)C(c2sccc2C)n2ncnc2N1 (stereo not given)	9	11	58	17	-12	8	2	1.4	7
O=C(COC(=O)C1CC(O)CN1S(=O)(=O)c1ccc(Cl)cc1)c1ccccc1Cl (stereo not given)	-12	-3	-37	6	28	4	-2[fluorescence artefact?]	0.7	-7
O=S(=O)(c1cccc(NC(=S)N2CCN(c3cccc(Cl)c3)CC2)c1)C(F)F	18	2	-6	3	3	5	5	0.4	-3
CCN(CC)C(=O)CC(c1ccc(N(C)C)cc1)c1c(OC)cc(OC)c2c(-c3ccccc3)cc(=O)oc12 (stereo not given)	-16	5	0	2	-21	27	7	-0.3	0
COc1ccc(C(=O)Nn2c(SCc3ccc([N+](=O)[O-])cc3)nc3ccccc3c2=O)cc1	-96	1	31	11	-9	0	-12	1.0	-1
CCC(C(=O)NC1CCCC1)N(C(=O)Cn1nnc(-c2ccc(C)o2)n1)C(C)(C)C (stereo not given)	-9	0	6	6	1	-3	0	1.6	0
O=[N+]([O-])c1ccn(-c2nc(-c3cccs3)cc(C(F)(F)F)n2)n1	-25	0	5	11	-11	19	-1	8.3	-2
O=C(NCc1ccco1)c1ccc(CS(=O)(=O)c2cccc(C(F)(F)F)c2)o1	21	-2	-37	4	7	-1	-5	-0.6	-1
CCOC(=O)c1c(NC(=O)Nc2ccc(Cl)cc2)sc(C)c1C	-55	3	5	9	-7	4	4	0.2	-5
CCOc1ccccc1N(CC(=O)NC1CCCC1)C(=O)CCC(=O)Nc1cc(C)on1	-27	-4	11	8	-3	2	14[fluorescence artefact?]	-0.3	1
COC(=O)Nc1ccc(S(=O)(=O)Nc2ccc(C)cc2)cc1	-27	-8	-33	7	-4	-3	-5[fluorescence artefact?]	-0.2	1

Screening results as filed in PubChem.
